High-throughput results deposited in PubChem BioAssay by several laboratories.
MC4R antagonist = antagonists of human melanocortin 4 receptor (MC4R) | P32245 | MC4R-expressing cells, MTII-stimulated cAMP, LANCE TR-FRET | 360,000 tested, 0.48% active | inhibition, % at 6.5 µM;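 active = inhibition above its plate's cutoff, the mean of tested wells on that plate plus 3 SD, cut at about 29% in these data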;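 note: 0% = Melanotan II alone and 100% = Melanotan II plus saturating MCL0020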
Target sequence (P32245 whole entry, looked up): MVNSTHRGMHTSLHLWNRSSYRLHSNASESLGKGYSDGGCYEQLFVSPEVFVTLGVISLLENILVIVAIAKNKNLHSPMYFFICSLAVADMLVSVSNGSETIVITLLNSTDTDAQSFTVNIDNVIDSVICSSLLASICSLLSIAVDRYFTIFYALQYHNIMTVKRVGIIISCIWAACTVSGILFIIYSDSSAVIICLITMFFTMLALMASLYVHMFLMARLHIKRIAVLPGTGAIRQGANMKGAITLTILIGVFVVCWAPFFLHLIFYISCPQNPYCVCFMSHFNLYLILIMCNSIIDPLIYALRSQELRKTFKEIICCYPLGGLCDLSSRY
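Assay system: U2OS-MC4R stable cell line; Also added: Melanotan II; Technique: Eu-cAMP/anti-cAMP TR-FRET, emission 671 nm; Times: 30-min compound, 1-h challenge, 1-h detection, room temperature.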
MC4R barr agon = human MC4R agonism via beta-arrestin; P32245; U2OS MC4R beta-arrestin complementation, luminescence; percent of melanotan II response, DMSO zero; activation, % at 8.9 µM; 360,000 tested, 0.98% active; AID 540308;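 active = activation above a per-plate cutoff, the mean activation of sample wells on that plate plus 3 SD, cut at about 8% in these data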
PDI turbidity = inhibitors of human protein disulfide isomerase; PDI insulin aggregation turbidity, A650, 90 min; inhibition, % at 10 µM; 350,000 tested, 0.052% active; AID 588391;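 active = mean inhibition across replicates of 30% or more, whatever share of single replicates reach that level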;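 note: absorbance from insulin aggregation driven by PDI reduction with DTT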
CaV13 FRET inh = Disruptors of the CACNA1D IQ motif to Ca2+-dependent inactivation inhibitor domain association, primary screening, Förster resonance energy transfer in intact living …; inhibition, % at 12.3 µM; 340,000 tested, 0.098% active; AID 743397; HEK cells, CFP/YFP FRET ICDI-IQ, plate reader, 10 min; percent FRET-ratio fall versus neutral wells;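 active = mean replicate inhibition of at least 30% and at least 1% of replicates passing that level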;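 note: 0% = median of the neutral control wells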
ABCB6 inh 2 = blocks the human ABCB6 transporter | Q9NP58 | K562-ABCB6 porphyrin accumulation, flow cytometry, 1 h; hits give low values | fluorescence ratio to DMSO, % at 10 µM | 360,000 tested, 0.19% active;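 active = fluorescence ratio to DMSO below 75%, the collection mean minus 3 SD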;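 note: signal is porphyrin accumulated inside mitochondria; 100% equals median channel fluorescence of DMSO control wells; lower ratio means ABCB6 inhibition with less porphyrin fluorescence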
m5-HT2A agonist = activates the mouse 5-HT2A serotonin receptor; P35363; CHO-K1 mHTR2A beta-arrestin complementation, luminescence; percent of 30 µM serotonin response; activation, % at 7.6 µM; 360,000 tested, 0.66% active; AID 624169;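 active = activation above a run cutoff, the mean activation of all tested compounds plus 3 SD, cut at about 14% in these data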;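 note: 0% = plate median of compound wells and 100% = 30 µM serotonin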
Target sequence (P35363 whole entry, looked up): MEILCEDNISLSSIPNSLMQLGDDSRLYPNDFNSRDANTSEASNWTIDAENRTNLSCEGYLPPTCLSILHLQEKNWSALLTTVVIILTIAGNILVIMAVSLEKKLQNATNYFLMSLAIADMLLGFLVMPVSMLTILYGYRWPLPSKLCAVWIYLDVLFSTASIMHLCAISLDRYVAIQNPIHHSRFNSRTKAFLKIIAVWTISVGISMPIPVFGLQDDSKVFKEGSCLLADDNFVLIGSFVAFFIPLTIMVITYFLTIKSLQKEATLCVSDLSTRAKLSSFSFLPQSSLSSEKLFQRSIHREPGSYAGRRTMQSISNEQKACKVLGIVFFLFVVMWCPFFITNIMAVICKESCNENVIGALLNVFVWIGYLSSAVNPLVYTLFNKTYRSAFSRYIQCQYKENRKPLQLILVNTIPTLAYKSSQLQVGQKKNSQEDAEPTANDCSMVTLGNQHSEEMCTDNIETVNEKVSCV
aDG glyco up = increases alpha dystroglycan glycosylation. Pro5-aDG cells, alpha-DG glycosylation AlphaScreen (IIH6); 0% Pro5, 100% B10-LARGE cell signal. activation, % at 10 µM. 360,000 tested, 0.22% active;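 active = activation of at least 8% versus controls, or a plate z-score of at least 8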;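 note: Pro5 are CHO cells carrying HIG-tagged alpha-DG that lacks glycosylation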
Glyco luc inh = blocks N-linked glycosylation in D54 reporter cells | D54 ERlucT glycosylation luciferase reporter, 24 h; percent of 100 nM tunicamycin response | reporter increase, % at 12.5 µM | 360,000 tested, 0.23% active | AID 588692;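 active = mean luciferase reporter signal, scaled so untreated is 0 and the glycosylation-blocking control 100, at or above a set limit in every replicate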;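 note: luciferase carries N-glycosylation sites so blocking glycosylation raises the light; 0% = median of neutral control wells and 100% = median of 100 nM tunicamycin wells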
Cardio protect = protects H9c2 cardiomyocytes from peroxide injury | H2O2 injury protection, ATPLite, 2 h | protection from H2O2 cell death, % at 20 µM | 360,000 tested, 0.63% active;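 active = compounds giving at least 50% protection of heart cells from peroxide-induced death in the single-dose screen, raw or plate-pattern-corrected value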;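 note: 0% = DMSO wells with peroxide and 100% = DMSO wells without peroxide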
Vif imaging = blocks HIV Vif function. HEK293T cells, Vif self-association by quenched fluorescence, imaging, 24 h. inhibition, % at 7.49 µM. 340,000 tested, 0.35% active; in the data active = inhibition above about 50%, passing the limit was not always enough; note: some results filed as inactive read as strong as hits
Starred values were filed as active, the others as inactive.

Screening C=CCn1cc(Cl)c(=O)n(CC=C)c1=O returned MC4R antagonist 7, MC4R barr agon -1.1, PDI turbidity 1, CaV13 FRET inh -5, ABCB6 inh 2 101, m5-HT2A agonist 1, aDG glyco up -0.1, Glyco luc inh 1, Cardio protect 1 and Vif imaging -3.
CCCc1cc(NCCCN2CCOCC2)n2c(nc3ccccc32)c1C#N was read as MC4R antagonist 1, MC4R barr agon -2.5, PDI turbidity -6, ABCB6 inh 2 100, m5-HT2A agonist 32*, aDG glyco up -0.1, Glyco luc inh 0, Cardio protect 7 and Vif imaging 11.
Screening COc1ccc(N2C(=O)c3ccccc3NC23CCCC3)cc1 returned MC4R antagonist -3, MC4R barr agon -1.1, PDI turbidity -2, CaV13 FRET inh -5, ABCB6 inh 2 106, m5-HT2A agonist -3, aDG glyco up -0.1, Glyco luc inh -9, Cardio protect -9 and Vif imaging 3.
Screening O=C1CN(C(=O)CSc2nnnn2C2CC2)c2ccccc2N1 returned MC4R antagonist 9, MC4R barr agon -2.6, PDI turbidity -2, CaV13 FRET inh -3, ABCB6 inh 2 97, m5-HT2A agonist -3, aDG glyco up 0.0, Glyco luc inh 4, Cardio protect 1 and Vif imaging 14.
C=CCOc1ccc(/C=N/NC(=O)CN(c2cc(Cl)ccc2OC)S(=O)(=O)c2ccc(C)c([N+](=O)[O-])c2)cc1 was read as MC4R antagonist 8, MC4R barr agon 0.2, PDI turbidity 3, CaV13 FRET inh -3, ABCB6 inh 2 99, m5-HT2A agonist -3, aDG glyco up 0.0, Glyco luc inh -6, Cardio protect -2 and Vif imaging 1.
Screening O=C1CCCN1CCCNc1nc2c(S(=O)(=O)c3ccc(Br)cc3)nnn2c2ccccc12 returned MC4R antagonist -19, MC4R barr agon -1.3, PDI turbidity 1, CaV13 FRET inh -7, ABCB6 inh 2 94, m5-HT2A agonist 2, aDG glyco up -0.1, Glyco luc inh 0, Cardio protect 8 and Vif imaging -1.
Screening CCOc1ccc(NC(=O)CSc2nnc(N)s2)c([N+](=O)[O-])c1 returned MC4R antagonist 8, MC4R barr agon -1.0, PDI turbidity 4, CaV13 FRET inh -8, ABCB6 inh 2 98, m5-HT2A agonist -3, aDG glyco up -0.1, Glyco luc inh -2, Cardio protect 0 and Vif imaging -8.
Screening COc1ncnc2c1ncn2CCCNCc1ccc2c(c1)OCO2 returned MC4R antagonist 0, MC4R barr agon 1.4, PDI turbidity 0, CaV13 FRET inh -4, ABCB6 inh 2 95, m5-HT2A agonist 0, aDG glyco up 0.2, Glyco luc inh -1, Cardio protect 8 and Vif imaging -4.
Screening Cc1cc(C)c(S(=O)(=O)NCCc2ccncc2)c(C)c1 returned MC4R antagonist 21, MC4R barr agon 0.1, PDI turbidity 4, CaV13 FRET inh -2, ABCB6 inh 2 100, m5-HT2A agonist -5, aDG glyco up 0.2, Glyco luc inh 1, Cardio protect -4 and Vif imaging 8.
For CNc1cc(C)nc(-n2nc(C)cc2C)n1 the results were MC4R antagonist 5, MC4R barr agon 0.2, PDI turbidity 10, ABCB6 inh 2 94, m5-HT2A agonist 3, aDG glyco up 0.8, Glyco luc inh 0, Cardio protect 4 and Vif imaging 20.
`O=C(Nc1c(-c2ccc(Cl)cc2)[nH][nH]c1=O)c1ccccc1Cl` gave CaV13 FRET inh -5, ABCB6 inh 2 103, m5-HT2A agonist 2, aDG glyco up 0.2, Glyco luc inh -3, Cardio protect 4 and Vif imaging -2.
`O=C(c1cc(COc2ccc(F)cc2Cl)on1)N1CCCC(OCc2cccnc2)C1` (stereo not drawn) gave MC4R antagonist 9, MC4R barr agon -0.6, PDI turbidity 1, CaV13 FRET inh -6, ABCB6 inh 2 96, m5-HT2A agonist -7, aDG glyco up 0.0, Glyco luc inh -3, Cardio protect -12 and Vif imaging -5.
CN1CCN(c2ccc(CNC(=O)c3ccc4c(c3)OCCO4)cc2)CC1 was read as MC4R antagonist 4, MC4R barr agon 1.9, PDI turbidity -11, CaV13 FRET inh -4, ABCB6 inh 2 100, m5-HT2A agonist 0, aDG glyco up 0.0, Glyco luc inh 0, Cardio protect 0 and Vif imaging 3.
For O=c1cc2c(n[nH]1)-c1ccccc1CC2 the results were MC4R antagonist 5, MC4R barr agon -1.9, PDI turbidity -5, CaV13 FRET inh -18, ABCB6 inh 2 96, m5-HT2A agonist 2, aDG glyco up 0.0, Glyco luc inh 2, Cardio protect -1 and Vif imaging 6.
For O=C(CC1CCCCC1)N=C1SC2CS(=O)(=O)CC2N1c1ccccc1 (stereo not drawn) the results were MC4R antagonist 4, MC4R barr agon -3.4, PDI turbidity -6, CaV13 FRET inh -5, ABCB6 inh 2 96, m5-HT2A agonist 6, aDG glyco up 0.1, Glyco luc inh 2, Cardio protect -1 and Vif imaging -2.
Screening O=S(=O)(Nc1nc2ccccc2nc1NCCO)c1cccc(Cl)c1 returned MC4R antagonist 13, MC4R barr agon 2.6, PDI turbidity 1, CaV13 FRET inh -4, ABCB6 inh 2 425, m5-HT2A agonist -1, aDG glyco up -0.1, Glyco luc inh -1, Cardio protect 0 and Vif imaging -2.
Screening COc1cc2ncnc(NCc3cccc(Cl)c3)c2cc1OC returned MC4R antagonist 6, MC4R barr agon -1.9, PDI turbidity -3, CaV13 FRET inh -4, ABCB6 inh 2 114, m5-HT2A agonist -1, aDG glyco up 0.7, Glyco luc inh -1, Cardio protect -6 and Vif imaging 1.
`COCCN(Cc1ccccc1)C(=O)c1c(C)nn(-c2ccccc2)c1C` gave MC4R antagonist -4, MC4R barr agon -2.8, PDI turbidity 2, CaV13 FRET inh -3, ABCB6 inh 2 99, m5-HT2A agonist 1, aDG glyco up -0.2, Glyco luc inh 2, Cardio protect 0 and Vif imaging -3.
`Cc1cc(C)c(S(=O)(=O)N/N=C/c2ccc([N+](=O)[O-])o2)c(C)c1` gave MC4R antagonist 9, MC4R barr agon -0.4, PDI turbidity 6, ABCB6 inh 2 108, m5-HT2A agonist 5, aDG glyco up 0.2, Glyco luc inh 4, Cardio protect 9 and Vif imaging -3.
For Cc1ccc(S(=O)(=O)Nc2ccc3cn[nH]c3c2)cc1 the results were MC4R antagonist 1, MC4R barr agon -2.1, PDI turbidity 5, CaV13 FRET inh -3, ABCB6 inh 2 95, m5-HT2A agonist -1, aDG glyco up -0.1, Glyco luc inh -1, Cardio protect 2 and Vif imaging 4.
For OC(COc1ccccc1)CN1CCN(c2ncccn2)CC1 (stereo not drawn) the results were MC4R antagonist 1, MC4R barr agon -1.5, PDI turbidity -2, CaV13 FRET inh -3, ABCB6 inh 2 103, m5-HT2A agonist 5, aDG glyco up 0.0, Glyco luc inh 2, Cardio protect -2 and Vif imaging 20.
`O=[N+]([O-])c1ccccc1S(=O)(=O)Nc1ccc(S(=O)(=O)N2CCCC2)cc1` gave MC4R antagonist 12, MC4R barr agon -1.8, PDI turbidity -9, CaV13 FRET inh -2, ABCB6 inh 2 93, m5-HT2A agonist 8, aDG glyco up -0.3, Glyco luc inh 1, Cardio protect 0 and Vif imaging -7.
Screening COc1ccc(S(=O)(=O)N2CCCCCC2)cc1C(=O)N(C)Cc1ccc(F)cc1 returned MC4R antagonist 1, MC4R barr agon 0.3, PDI turbidity -1, CaV13 FRET inh -6, ABCB6 inh 2 83, m5-HT2A agonist 12, aDG glyco up -0.2, Glyco luc inh -1, Cardio protect -5 and Vif imaging 3.
Screening COc1cccc(/C=C/C(=O)OCC(=O)c2ccccc2)c1OC returned MC4R antagonist -7, MC4R barr agon -3.1, PDI turbidity 1, CaV13 FRET inh -3, ABCB6 inh 2 98, m5-HT2A agonist -5, aDG glyco up -0.1, Glyco luc inh -13, Cardio protect -9 and Vif imaging -2.

Grouped by structure, the compounds so far containing two or more sulfur atoms
Screening CCOc1ccc(NC(=O)CSc2nnc(N)s2)c([N+](=O)[O-])c1 returned MC4R antagonist 8, MC4R barr agon -1.0, PDI turbidity 4, CaV13 FRET inh -8, ABCB6 inh 2 98, m5-HT2A agonist -3, aDG glyco up -0.1, Glyco luc inh -2, Cardio protect 0 and Vif imaging -8.
For O=C(CC1CCCCC1)N=C1SC2CS(=O)(=O)CC2N1c1ccccc1 (stereo not drawn) the results were MC4R antagonist 4, MC4R barr agon -3.4, PDI turbidity -6, CaV13 FRET inh -5, ABCB6 inh 2 96, m5-HT2A agonist 6, aDG glyco up 0.1, Glyco luc inh 2, Cardio protect -1 and Vif imaging -2.
`O=[N+]([O-])c1ccccc1S(=O)(=O)Nc1ccc(S(=O)(=O)N2CCCC2)cc1` gave MC4R antagonist 12, MC4R barr agon -1.8, PDI turbidity -9, CaV13 FRET inh -2, ABCB6 inh 2 93, m5-HT2A agonist 8, aDG glyco up -0.3, Glyco luc inh 1, Cardio protect 0 and Vif imaging -7.

More compounds follow.
For CC1CN(C(=O)c2cccc(S(=O)(=O)Nc3ccc(Cl)cc3)c2)CC(C)O1 (stereo not drawn) the results were MC4R antagonist 4, MC4R barr agon -1.0, PDI turbidity 4, CaV13 FRET inh 5, ABCB6 inh 2 89, m5-HT2A agonist 2, aDG glyco up 0.1, Glyco luc inh 2, Cardio protect -12 and Vif imaging -1.
For O=C(Nc1ccc(C(=O)N2CCCCC2)cc1)C1=CSCCO1 the results were MC4R antagonist -3, MC4R barr agon -2.6, PDI turbidity 0, CaV13 FRET inh -8, ABCB6 inh 2 106, m5-HT2A agonist 6, aDG glyco up 0.2, Glyco luc inh -6, Cardio protect -2 and Vif imaging -16.
Screening O=C(Cn1cc(C(F)(F)F)cc(Cl)c1=O)NCc1ccccc1 returned MC4R antagonist 8, MC4R barr agon -0.1, PDI turbidity 5, CaV13 FRET inh -4, ABCB6 inh 2 106, m5-HT2A agonist -7, aDG glyco up -0.1, Glyco luc inh 2, Cardio protect -3 and Vif imaging 1.
`O=S(=O)(c1ccc(NC2CCCCC2)cc1)N1CCOCC1` gave MC4R antagonist 1, MC4R barr agon 2.9, PDI turbidity -4, CaV13 FRET inh -1, ABCB6 inh 2 88, m5-HT2A agonist 5, aDG glyco up 0.4, Glyco luc inh 4, Cardio protect -20 and Vif imaging -7.
`Cc1ccccc1NS(=O)(=O)c1ccc(C)c(C(=O)N2CCOCC2)c1` gave MC4R antagonist -2, MC4R barr agon -2.6, PDI turbidity -2, CaV13 FRET inh -6, ABCB6 inh 2 95, m5-HT2A agonist 1, aDG glyco up -0.4, Glyco luc inh 1, Cardio protect 2 and Vif imaging -4.
Screening CN(CC1COc2ccccc2O1)C(=S)Nc1ccccc1F (stereo not drawn) returned MC4R antagonist 2, MC4R barr agon -1.9, PDI turbidity -2, CaV13 FRET inh -5, ABCB6 inh 2 102, m5-HT2A agonist -5, aDG glyco up 0.0, Glyco luc inh 0, Cardio protect 1 and Vif imaging -3.
For O=c1c(O)c(-c2ccccc2)oc2cc(O)ccc12 the results were MC4R antagonist 19, MC4R barr agon 0.5, PDI turbidity -2, CaV13 FRET inh -8, ABCB6 inh 2 97, m5-HT2A agonist 4, aDG glyco up -0.2, Glyco luc inh -5, Cardio protect 79* and Vif imaging -5.

This is a random part of the collection; overall some 3.6% were active at least once.
